WT yeast gro inh – growth inhibition of WT strain, primary screen, mitochondrial fusion inhibitor project, WT and mutant strains, chemical genetic; hit rate 2.1% among 190,000; inhibition, % at 10 µM; AID 1362, 2008; mitochondrial fusion phenotypic screen; in the data active = inhibition above about 58%; tested in S. cerevisiae
LYP phosphatase – inhibitors of LYP phosphatase, biochemical, fluorescence intensity, uHTS (AID 1779); Tyrosine-protein phosphatase non-receptor type 22 (Homo sapiens); hit rate 0.054% among 290,000; inhibition, % at 11.5 µM, or IC50 in µM where a hit was titrated; recombinant LYP phosphatase, fluorescence intensity; higher % means a stronger effect; in the data active = inhibition above about 50%;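 note: plate controls were vehicle with enzyme for no effect and no enzyme for full effect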
Autophagy HCS – autophagy modulators in MEF cells, primary screen, imaging, high-content, MEF GFP-LC3. hit rate 0.98% among 190,000. AID 463193, 2010. calls only at 10 µM (by protocol). MEF GFP-LC3 puncta imaging; test concentration mostly 10 µM;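 active = percentage of spot-positive cells more than 3 SD above its plate mean, without a fluorescence outlier flag or 80% toxicity; inconclusive = no clear call, values can overlap the other calls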;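 note: spot-positive cell cutoff set from DMSO-treated cells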
NTR1 agonist – agonists of NTR1, primary screen, imaging, U2OS cells, beta-arrestin-GFP, high content (AID 493036). Neurotensin receptor type 1 (Homo sapiens), P30989. NTR1-U2OS beta-arrestin-GFP spot imaging, agonist mode. activation, % at 20 µM. hit rate 0.17% among 330,000;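 active = activation at or above 40% of the spot to cytoplasm intensity ratio, with at least 20 cells analyzed; inconclusive = wells under 20 cells, flagged as cytotoxic or low count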;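 note: 0% = DMSO without peptide and 100% = 100 nM NTR1 peptide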
Target sequence (P30989 whole entry, looked up): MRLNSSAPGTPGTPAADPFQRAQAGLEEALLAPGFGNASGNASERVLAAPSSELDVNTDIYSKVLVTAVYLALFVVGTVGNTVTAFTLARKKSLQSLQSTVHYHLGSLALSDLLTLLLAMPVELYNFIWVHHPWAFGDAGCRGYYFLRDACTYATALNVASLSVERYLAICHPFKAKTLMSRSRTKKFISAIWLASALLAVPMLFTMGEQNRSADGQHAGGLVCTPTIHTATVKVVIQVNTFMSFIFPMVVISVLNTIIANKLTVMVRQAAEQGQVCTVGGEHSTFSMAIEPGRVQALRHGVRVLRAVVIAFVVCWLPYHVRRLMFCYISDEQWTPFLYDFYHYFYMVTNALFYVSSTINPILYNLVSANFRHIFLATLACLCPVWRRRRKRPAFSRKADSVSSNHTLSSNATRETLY
GPR35 arrestin U2OS – GPR35 antagonists blocking zaprinast-driven arrestin recruitment, primary screen, imaging, U2OS, beta-arrestin-GFP, zaprinast agonist (AID 2058); U2OS GPR35 beta-arrestin-GFP translocation imaging, zaprinast antagonism; higher % means a stronger effect; G-protein coupled receptor 35 (Homo sapiens); inhibition, % at 10 µM, or IC50 in µM where a hit was titrated; hit rate 0.052% among 290,000;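 active = inhibition of at least 50% with at least 30 cells and total cytoplasm GFP at most 10,000,000; inconclusive = under 30 cells or total GFP of 10,000,000 plus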
K1F lysis inhibition – inhibition of K1F phage lysis, E. coli UTI89, bacterial capsule biogenesis inhibitors, alamar blue (AID 488966); E. coli UTI89 K1F phage lysis, alamar blue, 2 h; higher % means a stronger effect; inhibition, % at 100 µM; hits with a dose series show IC50 in µM; hit rate 0.02% among 340,000;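 active = phage lysis inhibition, versus mean bacterial control, above a set limit; inconclusive = no clear call, values can overlap the other calls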;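 note: capsule biogenesis inhibitors block K1F phage lysis so surviving cells raise fluorescence; higher fluorescence means more inhibition of phage lysis; actives were called in the ten point dose series up to 300 µM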
RSV antiviral HEp-2 – RSV antiviral activity via CPE protection, HEp-2 cells, primary 10 µM value included (AID 2391). HEp-2 cells, RSV-induced CPE inhibition; higher % means a stronger effect. hit rate 0.13% among 310,000. one-dose CPE inhibition, % at 10 µM; IC50 in µM for titrated hits; in the data active = a potency from the dose series; inconclusive = CPE inhibition mostly from about 23% at the one dose, without a potency; inactive = the rest, 99 in 100 with CPE inhibition below about 21%; note: strong numbers were not always called active
Dengue-2 NS5 capping – Dengue-2 NS5 methyltransferase inhibitors, primary screen, biochemical, confirmation dose response (AID 588689); Genome polyprotein (Dengue virus type 2 (strain 16681-PDK53)); Dengue-2 NS5 methyltransferase capping enzyme assay, biochemical; higher % means a stronger effect; one-dose inhibition, % at 25 µM; IC50 in µM for titrated hits; hit rate 0.3% among 340,000; in the data active = a potency from the dose series; inconclusive = inhibition above about 29% without an active follow-up result
AID2073 – inhibitors of Mint1-CaV2.2 protein interaction, biochemical, HTRF (AID 2073); inhibition, % at 20 µM, or IC50 in µM where a hit was titrated; Voltage-dependent N-type calcium channel subunit alpha-1B (Homo sapiens); hit rate 0.19% among 290,000; HTRF protein-protein interaction, Mint1-CaV2.2; higher % means a stronger effect; in the data active = inhibition mostly above about 51%, no sharp cut-off; inconclusive = no clear call, values can overlap the other calls; inactive = mostly below about 53%; note: some results filed as inactive read as strong as hits
WT yeast gro inh mutant strain – further read-out of WT yeast gro inh, marked with its call; inhibition, %; mitochondrial fusion phenotypic screen, mutant strain inhibition
Autophagy HCS cell loss 18 h – further read-out of Autophagy HCS, marked with its call; toxicity, %; measured here: cell loss, nuclei count;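 cell loss after 18 h compound exposure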
NTR1 agonist cell count 20 µM – recorded beside NTR1 agonist, whose call it bears; cell count; measured here: cell count, cytotoxicity flag
Dengue-2 NS5 capping pilot replicate – recorded beside Dengue-2 NS5 capping, whose call it bears; inhibition, %; measured here: pilot screen replicate inhibition
The depositor's hits bear a star; i = inactive; ? = inconclusive; nt = not tested or not shown; [ ] = remark or other dose.

SMILES | WT yeast gro inh | WT yeast gro inh mutant strain | LYP phosphatase | Autophagy HCS | Autophagy HCS cell loss 18 h | NTR1 agonist | NTR1 agonist cell count 20 µM | GPR35 arrestin U2OS | K1F lysis inhibition | RSV antiviral HEp-2 | Dengue-2 NS5 capping | AID2073 | others
COc1ccc(CNC(=O)C2CC(c3ccccc3C(F)(F)F)=NO2)cc1 (stereo not given) | nt | nt | -9% | nt | nt | -0.4 | 76 | -16% | 0.9% | 0.6% | -6% | -2%
Cn1nc(-c2ccc(C(=O)Nc3cccnc3)cc2)c2ccccc2c1=O | -11 | -13 | -5% | i | -3 | 0.2 | 87 | 15% | -0.3% | 1.3% | -3% | -7%
CC(C)N=c1c([N+](=O)[O-])nn(C)n1O | 1 | 4 | -6% | i | 10 | -0.3 | 25 | -6% | 0.5% | 1.6% | -11% | -1%
Cc1ccc(S(=O)(=O)N2CCOCC2)cc1NC(=O)C(c1ccc(Cl)cc1)C(C)C (stereo not given) | nt | nt | nt | nt | nt | 3.7 | 49 | nt | 0.8%[50 µM] | 1.9% | -3% | nt
Cc1cc(C)c2c(=O)n(CC(=O)NC3CCCC3)sc2n1 | nt | nt | -3% | nt | nt | 5.1 | 64 | 11% | 0.0% | 2.3% | -16% | 7.6µM*
CSc1ccccc1-c1n[nH]c(=S)o1 | -8 | -4 | 2% | i | 7 | -0.9 | 96 | 13% | -0.8% | nt | -9% | 30%
O=C(NCCc1csc(-c2ccccc2)n1)c1c(F)cccc1F | -4 | -17 | -4% | i | 31 | 1.3 | 36 | 6% | -0.9% | 2.3% | -6% | 5%
CCN(CC)C(=O)c1ccc(CS(=O)(=O)Cc2ccccc2)cc1 | nt | nt | -7% | nt | nt | -0.9 | 62 | -15% | 0.4% | 1.7% | -9% | 1% | Dengue-2 NS5 capping pilot replicate=0.3
Cc1nc2ccccc2c(=O)n1-c1cccc(NC(=O)c2cccs2)c1 | nt | nt | nt | nt | nt | 0.5 | 87 | nt | 0.3%[50 µM] | 0.4% | -10% | nt
Nc1c(C(=O)OCC(=O)Nc2ccc(OC(F)F)cc2)[nH]c(=O)[nH]c1=O | nt | nt | nt | nt | nt | 1.4 | 91 | nt | 0.2%[50 µM] | 0.9% | -4% | nt
O=C(OC(C(=O)Nc1ccc(Cl)cc1C(F)(F)F)c1ccccc1)C1=COCCO1 (stereo not given) | 11 | 6 | 0% | i | -1 | 3.9 | 55 | 3% | 0.9%[50 µM] | 3.3% | -10% | 1%
O=c1[nH]c(C2CCN(S(=O)(=O)c3ccc(S(=O)(=O)NC4CC4)cc3)CC2)nc2c1nnn2Cc1ccccc1 | nt | nt | 4% | nt | nt | 1.7 | 58 | -21% | 0.2% | ? | -4% | 11%
Cc1ccc(S(=O)(=O)c2nc(-c3ccccc3)oc2NCCN2CCOCC2)cc1 | 3 | 0 | 68%* | i | -5 | 0.0 | 44 | 3% | -0.1% | 0.3% | -3% | -2%
CC1=C/C(=N\OS(=O)(=O)c2ccccc2)C(C(C)C)=CC1=O | 98 | 98 | -2% | i | 10 | nt | nt | -18% | -10% | -1.6% | 14% | -8%
Cc1ccc(CCNC(=O)Cc2ccc(NC3=NC4CS(=O)(=O)CC4S3)cc2)cc1 (stereo not given) | nt | nt | -7% | nt | nt | -3.3 | 20 | 11% | 1.4% | 1.6% | -2% | 0%
NC(=O)c1nsc(C(=O)N(CC(=O)NC2CCCC2)c2cnc3ccccc3c2)c1N | nt | nt | 2% | nt | nt | -0.4 | 57 | -14% | nt | -0.3% | nt | -3%
COc1ccc(C(C(=O)NC2CCCC2)N(Cc2cccs2)C(=O)c2ccn[nH]2)cc1OC (stereo not given) | -12 | -19 | -4% | i | 11 | 0.8 | 39 | 5% | -0.3% | 1.9% | 6% | -1%
Cc1[nH]cnc1CSCc1ccc(Cl)cc1 | 10 | 15 | 24% | i | -20 | 0.2 | 43 | 14% | 4.3%[50 µM] | 0.3% | 1% | 14%
C=CCn1c(SCc2ccccc2)nnc1-c1cccnc1 | 13 | 16 | -7% | i | -3 | 1.4 | 55 | 6% | 1.9% | 1.8% | 1% | -13%
CO/N=C/NC(=O)Cc1cn(-c2ncc(C(F)(F)F)cc2Cl)c2ccccc12 | 1 | 7 | 7% | i | 2 | -0.1 | 62 | -3% | 0.2% | 7.7% | 3% | 1%
COc1ccc(NC(=O)NCc2ccccn2)cc1 | -19 | -1 | -2% | i | 3 | -1.4 | 66 | 5% | 0.3% | 0.3% | -8% | 8%
CCOc1ccc(N(CC)S(=O)(=O)c2ccc3c(c2)oc(=O)n3C)cc1 | -29 | -5 | 2% | i | 9 | 1.0 | 69 | -12% | 0.5% | 2.3% | -3% | 4% | Dengue-2 NS5 capping pilot replicate=-3.3
CC(NC(=O)Cc1ccsc1)c1ccc(S(N)(=O)=O)cc1 (stereo not given) | -11 | 22 | -2% | i | 29 | 1.0 | 79 | -11% | -0.9% | 0.4% | 2% | 14%
Cc1cccc2sc(N(CCN(C)C)C(=O)/C=C/c3cccs3)nc12 | 13 | 20 | -10% | i | 8 | 12 | 67 | -1% | 0.2% | -0.4% | -6% | -5%
CCOc1ccc2nc(-c3ccccc3)nc(SCC(=O)OC)c2c1 | nt | nt | -3% | nt | nt | 2.7 | 78 | -4% | 0.2% | 1.9% | 0% | 42%
CSc1nnc([C@@H](NC(=O)OC(C)(C)C)C(C)C)o1 | nt | nt | -9% | i | -6 | -1.1 | 84 | 7% | 0.2% | 1.5% | 2% | -3%
CCC1(c2ccccc2)NC(=O)N(CC(=O)Nc2ccccc2C(=O)NC2CC2)C1=O (stereo not given) | nt | nt | nt | nt | nt | -0.7 | 57 | nt | 1.2%[50 µM] | -0.9% | -2% | nt
COc1ccc(CC(NC(C)=O)C(=O)NC2CCN(S(=O)(=O)c3ccccc3)CC2)cc1OC (stereo not given) | 1 | 2 | -8% | i | 0 | -1.2 | 64 | -3% | 1.6% | 0.3% | -3% | -6%
CCCCN(C(C)=O)c1c(N)n(CCC)c(=O)n(CC(=O)Nc2cc(Cl)cc(Cl)c2)c1=O | 5 | -6 | 1% | i | -19 | 0.7 | 40 | -2% | -1.5% | 5.1% | -2% | 1%
Cc1ccnc(SCC(=O)NC2CCCCCC2)n1 | nt | nt | -7% | nt | nt | -1.7 | 43 | 3% | 0.1% | 0.8% | -5% | 9%
CCOC(=O)C(=O)Nc1ccccc1C(=O)Nc1ccc(OC)cc1 | -18 | -22 | -4% | i | -7 | -0.2 | 66 | 1% | 5.2% | -0.2% | 7% | 7%
CCCN1Cc2cccc(C(=O)Nc3ccc(CC)cc3)c2C1=O | 2 | -8 | -1% | i | 0 | 7.1 | 73 | -9% | 0.5% | 2.5% | -2% | 8%
COCCNC(=O)c1onc(CSc2ccc(Cl)cc2)c1C(=O)O | 2 | 2 | -4% | i | -1 | 0.4 | 91 | 8% | 0.5% | -0.1% | 1% | -2%
COc1ccc(S(=O)(=O)N2CCN(C)CC2)cc1 | nt | nt | -11% | nt | nt | -1.5 | 55 | 16% | 0.9% | -0.3% | -6% | 17% | Dengue-2 NS5 capping pilot replicate=-2.7
O=c1[nH]c(SCc2nc3ccccc3n2Cc2ccccc2)nc2ccccc12 | 16 | 16 | -8% | i | -4 | 2.9 | 55 | 15% | 0.3% | -1.7% | 0% | -17%
CCNC(=O)c1cc2c(=O)n3cccc(C)c3nc2n(Cc2ccc(C)cc2)c1=N | -16 | -4 | -44% | i | 26 | 7.2 | 63 | 5% | 8.5% | 3.4% | ? | 15%
CCOC(=O)c1sc(NC(=O)CSc2ncn[nH]2)c(C#N)c1C | -16 | -6 | 1% | i | 10 | 0.9 | 44 | 0% | 0.2% | 2.2% | -1% | 4%
COc1ccc(-n2nc(C(=O)NCC(=O)NCCCN3CCOCC3)c3ccccc3c2=O)c(OC)c1 | nt | nt | -11% | nt | nt | 2.2 | 48 | 3% | 0.0% | 0.3% | 1% | -9%
CN(C)Cc1nc2c(c(=O)[nH]1)C1(CCCCC1)Cc1ccccc1-2 | 14 | 1 | 0% | i | -5 | 1.2 | 55 | 4% | 4.9% | 1.1% | -5% | -5%
O=C(COC(=O)c1ccccc1[N+](=O)[O-])NC(=O)c1ccccc1 | nt | nt | nt | nt | nt | 0.2 | 63 | nt | 0.1%[50 µM] | -0.3% | -1% | nt
CC(=O)N1CCN(c2nc3cc4c(cc3nc2NS(=O)(=O)c2ccccc2)OCCO4)CC1 | 8 | 19 | -11% | i | 1 | -0.4 | 80 | -5% | 0.5% | 1.8% | -7% | -1%
CCCN1C(=O)C(Cc2nc3ccccc3c(=O)n2C)c2ccccc21 (stereo not given) | 1 | 15 | -1% | i | -6 | -4.2 | 85 | 16% | 5.1% | -0.2% | -8% | -2%
Cc1cccc(NC(=O)c2cccc(C(=O)Nc3cccc(C)n3)c2)n1 | nt | nt | -14% | nt | nt | 0.0 | 64 | 9% | 0.1% | 0.2% | -6% | 8%
Cc1ccc(CCN2CC(C(=O)NCCCN3CCC(C)CC3)CC2=O)cc1 (stereo not given) | nt | nt | -7% | nt | nt | 1.7 | 59 | -1% | 0.2% | 1.5% | -4% | -7%
Cc1ccc(NC(=O)c2c(F)cccc2Cl)cc1NS(C)(=O)=O | nt | nt | -5% | nt | nt | 2.0 | 62 | -20% | -1.1% | nt | 9% | ?
COc1ccc(NC(=O)CN2CCN(S(=O)(=O)c3ccc(Cl)cc3)CC2)cc1Cl | 2 | -6 | 4% | i | 7 | 11 | 49 | 20% | 6.2% | 1.2% | -1% | 17%
CCOC(=O)N1CCN(C(=O)c2cnn3c(C(F)(F)F)cc(-c4cccs4)nc23)CC1 | -23 | 4 | -1% | i | 4 | 2.0 | 46 | 4% | -0.3% | 0.3% | -6% | 18%
O=C(O)C(Cc1ccccc1)N1C(=O)CCC1=O (stereo not given) | -8 | 9 | -6% | i | 5 | 1.5 | 53 | -1% | -1.4% | -1.8% | -3% | 5%

From PubChem
